GPR151 activ = human GPR151 activation | Q8TDV0 | PathHunter beta-arrestin GPR151 cells, luminescence | activation, % at 11.2 µM | actives 1% (n = 650,000); in the data active = activation above about 4.9%;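 note: 0% = median of compound wells and 100% = cells with positive control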
Target sequence (Q8TDV0 whole entry, looked up): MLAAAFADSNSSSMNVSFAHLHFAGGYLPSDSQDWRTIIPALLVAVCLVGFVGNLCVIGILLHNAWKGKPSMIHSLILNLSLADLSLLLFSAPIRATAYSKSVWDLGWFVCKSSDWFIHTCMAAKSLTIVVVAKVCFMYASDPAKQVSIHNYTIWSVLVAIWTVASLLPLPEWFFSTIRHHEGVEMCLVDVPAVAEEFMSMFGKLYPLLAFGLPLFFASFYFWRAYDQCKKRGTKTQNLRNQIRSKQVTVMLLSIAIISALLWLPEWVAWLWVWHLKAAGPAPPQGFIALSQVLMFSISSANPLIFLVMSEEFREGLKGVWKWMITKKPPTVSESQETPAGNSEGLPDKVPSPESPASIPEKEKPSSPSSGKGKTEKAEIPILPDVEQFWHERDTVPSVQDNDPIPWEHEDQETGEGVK
TEAD-YAP block = TEAD-YAP interaction inhibition; inhibition, % at 9.12 µM; HEK-TIYL cells, TEAD-Gal4/YAP UAS-luciferase luminescence; actives 1.4% (n = 640,000); in the data active = inhibition above about 32%;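 note: 0% = median of test compound wells and 100% = reference inhibitor wells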
MITF inh = human MITF inhibition, primary screen; AlphaScreen MITF homodimerization, bead proximity signal; actives 0.91% (n = 650,000); O75030; inhibition, % at 2.6 µM; in the data active = inhibition above about 50%;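 note: 0% = vehicle wells with protein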
FBW7 act = activators of human E3 ligase FBW7; Q969H0; AlphaScreen FBW7–phospho-cyclin E peptide binding, activator screen; normalized activity (activation), % at 26.1 µM; actives 0.13% (n = 650,000); in the data active = normalized activity above about 1.9%;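 note: purified mutant Fbw7 with reduced substrate affinity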
Target sequence (Q969H0 whole entry, looked up): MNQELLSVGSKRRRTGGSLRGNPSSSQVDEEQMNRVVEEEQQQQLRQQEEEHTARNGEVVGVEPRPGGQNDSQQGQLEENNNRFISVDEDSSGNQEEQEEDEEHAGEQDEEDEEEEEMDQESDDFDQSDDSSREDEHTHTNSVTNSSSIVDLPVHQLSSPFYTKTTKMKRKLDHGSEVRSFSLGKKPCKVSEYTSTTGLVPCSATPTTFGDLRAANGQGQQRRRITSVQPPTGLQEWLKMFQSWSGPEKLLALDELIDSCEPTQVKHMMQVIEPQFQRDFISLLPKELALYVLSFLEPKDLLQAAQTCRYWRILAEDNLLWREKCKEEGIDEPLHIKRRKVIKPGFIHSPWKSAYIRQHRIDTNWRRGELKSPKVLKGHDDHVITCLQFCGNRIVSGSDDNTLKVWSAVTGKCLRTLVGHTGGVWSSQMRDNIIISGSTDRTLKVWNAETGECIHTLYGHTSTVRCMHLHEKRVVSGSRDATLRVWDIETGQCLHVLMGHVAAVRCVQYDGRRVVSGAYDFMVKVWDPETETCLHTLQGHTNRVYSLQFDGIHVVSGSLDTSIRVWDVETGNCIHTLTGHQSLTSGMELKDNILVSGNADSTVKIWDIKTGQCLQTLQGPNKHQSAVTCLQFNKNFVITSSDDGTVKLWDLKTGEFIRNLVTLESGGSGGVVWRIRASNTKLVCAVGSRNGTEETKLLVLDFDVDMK
* marks the source's active call; other numbers are inactive results; nt = no result given.

1	CC1Cc2cc(S(=O)(=O)CCC(=O)Nc3cccc(F)c3)ccc2N1C(=O)C1CC1 (centres undefined)
2	CC(=O)c1ccc(OCC(O)Cn2cnc(-c3ccccc3)c2)cc1 (centres undefined)
3	CC(C)[C@H](NC(N)=O)C(=O)Nc1cccc([N+](=O)[O-])c1
4	O=C1c2ccc(Oc3cccc([N+](=O)[O-])c3)cc2C(=O)N1c1ccc(Cl)cc1
5	CCOc1ccc(-n2nc(C(=O)N(C)c3ccc(C(C)C)cc3)c3ccccc3c2=O)cc1
6	O=P(O)(O)O[C@@H]1[C@@H](O)[C@H](O)[C@H](O)[C@H](O)[C@H]1OP(=O)(O)O
Assay by compound	1	2	3	4	5	6
GPR151 activ	0.6	0.2	0.9	2.1	0.7	-0.6
TEAD-YAP block	8	2	4	-1	0	nt
MITF inh	-1	10	2	11	0	14
FBW7 act	0.0	0.1	0.1	0.0	-0.1	nt

7	COc1cccc(NC(=O)c2c(Cl)cccc2Cl)c1
8	CC1Oc2c(c(=O)n(C)c3ccccc23)NC1=O (centres undefined)
9	CC(NS(=O)(=O)c1c(F)cccc1F)c1ccc(S(N)(=O)=O)cc1 (centres undefined)
10	O=C(Nc1c2c(nn1-c1cccc(Cl)c1)CSC2)c1ccccc1[N+](=O)[O-]
11	COC(=O)c1c(NC(=O)C(F)(F)F)sc2c1C(C(=O)OC)CC2 (centres undefined)
12	O=P1(Nc2ccc3c(c2)OCCO3)C=C(c2ccccc2)OC(c2ccccc2)=C1
Assay by compound	7	8	9	10	11	12
GPR151 activ	0.9	-0.3	2.1	1.2	0.9	-0.3
TEAD-YAP block	-7	-6	2	-10	13	6
MITF inh	1	9	-4	2	0	3
FBW7 act	0.0	-0.1	-0.1	-0.1	-0.2	-0.3

13	CCCCNS(=O)(=O)c1ccc(S(=O)(=O)NC(C)c2cccs2)cc1 (centres undefined)
14	CN(CCC#N)c1ccc([N+](=O)[O-])cc1
15	CCOc1ccc(C(=O)OC2CCCN(C)C2)cc1 (centres undefined)
16	C/C(=N/O)c1cc(C(C)(C)C)c(O)c(C(C)(C)C)c1
17	COC(=O)c1ccc(/C=N\Nc2nncc(-c3ccccc3)n2)cc1
18	Cn1c(SCc2nc3ccccc3c(=O)[nH]2)nc2ccccc21
Assay by compound	13	14	15	16	17	18
GPR151 activ	0.6	2.3	-0.1	-1.3	0.7	-1.2
TEAD-YAP block	4	7	-8	-26	7	0
MITF inh	56*	1	12	-10	-5	-2
FBW7 act	0.4	0.1	0.9	-0.2	-0.1	0.2

19	CN(C)S(=O)(=O)CC12CCC(CC1=O)C2(C)C (centres undefined)
20	Cc1cc(C(=O)Nc2cccnc2Cl)on1
21	COc1ccc(-c2cccc3cnc(Nc4ccc(-n5cnc(C)n5)cc4)nc23)cn1
22	CC(C)CC(=O)N1CCC(c2nc3c(nnn3Cc3ccc(F)cc3)c(=O)[nH]2)CC1
23	O=C(COc1ccc2ccccc2c1)Nc1ccc(CN2CCOCC2)cc1
24	O=C(CC1(c2ccccc2)CC(=O)N(CC2CCCCC2)C1=O)N1CCCC(CO)C1 (centres undefined)
Assay by compound	19	20	21	22	23	24
GPR151 activ	-0.4	2.6	0.2	1.4	-0.7	0.5
TEAD-YAP block	14	-7	12	2	7	2
MITF inh	-6	-3	34	-1	-3	8
FBW7 act	0.0	-0.1	0.0	-0.2	0.5	0.3

25	CCOC(=O)c1oc2ccccc2c1NC(=O)COc1ccc(Cl)cc1
26	CC(=O)c1ccc(N2CCN(C(=O)Nc3ccc([N+](=O)[O-])cc3)CC2)cc1
27	O=C(Cc1ccc([N+](=O)[O-])cc1)N/N=C/c1cccc(Br)c1
28	CCC(C)NC(=O)CN(c1ccc(OC)cc1OC)S(=O)(=O)c1ccc(C)cc1 (centres undefined)
29	Cc1ccc(S(=O)(=O)NCCC2=CCCCC2)cc1C(N)=O
30	O=C1CCC/C(=N/NC(=O)c2sc3ccccc3c2Cl)C1
Assay by compound	25	26	27	28	29	30
GPR151 activ	-1.1	0.9	-0.2	0.9	0.7	-1.6
TEAD-YAP block	-1	0	8	-5	19	-18
MITF inh	3	6	9	3	5	8
FBW7 act	0.1	0.3	0.7	-0.1	0.0	0.3

Entries 1 to 2, reprinted for reference:
1	CC1Cc2cc(S(=O)(=O)CCC(=O)Nc3cccc(F)c3)ccc2N1C(=O)C1CC1 (centres undefined)
2	CC(=O)c1ccc(OCC(O)Cn2cnc(-c3ccccc3)c2)cc1 (centres undefined)
Assay by compound	1	2
GPR151 activ	0.6	0.2
TEAD-YAP block	8	2
MITF inh	-1	10
FBW7 act	0.0	0.1

Following part.
31	O=c1c2cccnc2n(Cc2ccc(F)cc2)c(=O)n1Cc1cccs1
32	COc1ccc(N2C(=O)NC3CC2(C)Oc2ccc([N+](=O)[O-])cc23)cc1 (centres undefined)
33	CCOC(=O)CNC(=O)CSc1ncnc2c1nnn2Cc1ccccc1
34	CCC(=O)N(C)c1nc(-c2ccc(Cl)cc2)cs1
35	CN1CCCN(C(=O)C2CC23CCN(Cc2ccc(Oc4ncccn4)cc2)CC3)CC1 (centres undefined)
36	CCOc1ccc(C)cc1S(=O)(=O)NCCOC
Assay by compound	31	32	33	34	35	36
GPR151 activ	0.5	-1.0	-1.1	0.8	1.2	0.3
TEAD-YAP block	-8	3	4	-31	10	-2
MITF inh	14	4	-10	13	0	6
FBW7 act	0.4	0.1	-0.1	0.1	-0.1	-0.1

37	O=C(NN1C(=O)C2C3C=CC(C3)C2C1=O)c1cccc(Cl)c1 (centres undefined)
38	CCn1c2c(c(=O)[nH]c1=O)C(c1ccncc1)C1=C(CC(C)(C)CC1=O)N2 (centres undefined)
39	O=C(CSc1ccccc1)NCCc1ccc(F)cc1
40	COc1ccccc1CN1CCNC(=O)C1CC(=O)NCCCN1CCCC1=O (centres undefined)
41	O=C1C2ON(c3ccccc3)C(c3ccc(Br)cc3)C2C(=O)N1c1ccccc1C(F)(F)F (centres undefined)
42	CC(Oc1ccccc1)c1nc2ccccc2[nH]1 (centres undefined)
Assay by compound	37	38	39	40	41	42
GPR151 activ	1.3	3.3	-0.1	0.7	0.9	0.3
TEAD-YAP block	-4	4	-21	5	10	-13
MITF inh	-3	6	-2	-2	13	-9
FBW7 act	0.0	-0.2	0.1	0.2	0.1	0.0

43	CC(C)n1nnnc1CN1CCN(c2ccccc2)CC1
44	CCn1c(SCC(=O)Nc2nc3ccccc3s2)nnc1-c1ccco1
45	Cc1cccc(NC(=O)C2C3C=CC4(O3)C2C(=O)N(CCc2ccccc2)C4C(=O)NC2CCCCC2C)c1 (centres undefined)
46	CN1CCCN(Cc2cccc(C(F)(F)F)c2)CC1
47	O=C(Nc1ccc(NS(=O)(=O)c2ccc(Cl)cc2)cc1Cl)c1cc(Cl)ccc1O
48	CCOC(=O)c1c(-c2ccccc2)csc1NC(=O)C#Cc1ccccc1
Assay by compound	43	44	45	46	47	48
GPR151 activ	0.0	1.4	0.3	-0.6	1.8	-0.6
TEAD-YAP block	10	12	4	-4	-27	-6
MITF inh	7	-1	12	43	13	4
FBW7 act	0.0	0.1	0.0	0.0	0.1	-0.1

49	CCCC1CCC(C2=N/C(=C\c3ccccc3Cl)C(=O)O2)CC1 (centres undefined)
50	NC(=O)c1ccccc1NC(=O)c1ccccc1C(=O)O
51	COC(=O)CN(C)S(=O)(=O)c1cc(C)ccc1OC
52	CCN(CC)C(=O)C1CCCN(c2nccc(Nc3ccc(NC(C)=O)cc3)n2)C1 (centres undefined)
53	COCCCNc1ccc(S(C)(=O)=O)cc1F
54	Cc1nc2c(c(=O)[nH]1)CCN(Cc1ccc(-c3ccccc3)cc1)C2
Assay by compound	49	50	51	52	53	54
GPR151 activ	-0.7	0.2	1.4	-1.9	-1.3	-0.8
TEAD-YAP block	-2	-30	-14	-5	4	7
MITF inh	4	17	1	19	12	11
FBW7 act	0.3	1.2	0.5	0.1	0.8	0.1

55	O=C(Cn1cc2c(n1)CCCC2)Nc1cc(-c2cccc(Cl)c2)no1
56	Cc1cc(=O)n(CC(C)C)c(O)c1C#N
57	CC(C)NC(=O)Cn1cnc2c(cnn2-c2ccccc2Cl)c1=O
58	Nc1c(N(CCCO)C(=O)c2ccccc2F)c(=O)[nH]c(=O)n1Cc1ccccc1
59	Cc1cccc(N2CC(O)=C(c3nc(-c4ccccc4)cs3)C2=N)c1
60	COCCn1c(=O)n(CC(=O)NC(C)C)c2cccnc21
Assay by compound	55	56	57	58	59	60
GPR151 activ	-0.3	-0.6	0.4	-1.2	2.4	1.0
TEAD-YAP block	-15	-2	-9	5	-3	7
MITF inh	-9	3	0	4	6	9
FBW7 act	-0.2	-0.4	0.0	0.0	0.4	-0.1

61	Cc1nc2sccn2c1C(=O)C(F)(F)F
62	COC(=O)c1ccccc1NC(=O)CN1CCC(C)CC1
63	COc1c(NC(=O)Nc2ccccc2C)cc([N+](=O)[O-])c(OC)c1C
64	Cc1cccc(CN2CCN(CC(=O)NCCC3=CCCCC3)C2=O)c1
65	CCc1nn(C(CC)C(=O)NCc2cccc(OC)c2)c(=O)c2cc3occc3n12 (centres undefined)
66	CC(C)CCn1c(N2CCCCC2)nc2c1c(=O)[nH]c(=O)n2C
Assay by compound	61	62	63	64	65	66
GPR151 activ	-2.5	1.7	1.1	-0.8	0.5	-1.6
TEAD-YAP block	-6	-3	45*	-6	9	-9
MITF inh	18	-2	6	-9	-7	1
FBW7 act	0.5	0.1	0.0	0.1	-0.2	0.5

67	Cc1cccc(NC(=O)CC(NCCCOC(C)C)C(=O)O)c1 (centres undefined)
68	COC(=O)C1CCN(C(=O)CC(C)(C)C)CC1
69	CC1CCN(Cc2nnnn2CC(=O)NCCc2cccc(F)c2)CC1
70	CN(C(=O)CCl)C1(C#N)CCCCC1
71	Cn1c(=O)c2c(n3cnnc13)-c1ccccc1CC21CCCC1
72	CCOc1ccc(OCC)c(NC(=O)c2[nH]c(C)c(C(C)=O)c2C)c1
Assay by compound	67	68	69	70	71	72
GPR151 activ	0.8	6.1*	1.5	2.5	-0.3	0.3
TEAD-YAP block	4	-2	8	25	-2	2
MITF inh	-1	17	-3	12	7	7
FBW7 act	0.2	0.3	0.0	1.3	-0.2	0.2

73	O=[N+]([O-])c1ccc(N/N=C2\CCc3ccccc32)cc1
74	Cc1ccc(-c2nc(C#N)c(NCc3ccc4c(c3)OCO4)o2)cc1
75	CC1CN(c2nc3c(c(=O)[nH]2)CCN(Cc2ccc(C(F)(F)F)cc2)C3)CC(C)O1 (centres undefined)
76	CCCCN(Cc1ccccc1)S(=O)(=O)c1cccc2nsnc12
77	N#CC1=C(N)OC2=C(C(=O)CCC2)C1c1ccncc1 (centres undefined)
78	Cc1ccc(CCNC(=O)CN2C(=O)COc3cc(S(=O)(=O)NC(C)C)ccc32)cc1
Assay by compound	73	74	75	76	77	78
GPR151 activ	0.4	-0.1	-0.9	1.0	-0.1	-1.3
TEAD-YAP block	-12	-8	-2	8	5	-7
MITF inh	9	-5	3	1	9	-2
FBW7 act	0.4	-0.1	0.2	-0.3	-0.1	0.2

79	Cc1cccc(OCCC(=O)N2CCN(c3ccccc3)CC2)c1
80	CCCn1c(SCC(=O)Nc2cccc(NC(C)=O)c2)nnc1C(C)C
81	CC(C)NC(=O)CN1N=C(c2ccccc2)Cn2c(cc3sccc32)C1=O
82	CCOc1cccc2cc(-c3nc4ccccc4[nH]3)c(=O)oc12
83	COc1ccccc1CN1C(=O)C2C(C(=O)Nc3ccc(C(C)C)cc3)C3C=CC2(O3)C1C(=O)NC1CCCCC1C (centres undefined)
84	CC[C@H](C)[C@@H]1NC(=O)[C@H]2CN(C(=O)c3ccc(C)c(F)c3)CCN2C1=O
Assay by compound	79	80	81	82	83	84
GPR151 activ	1.6	0.0	-1.4	0.2	-0.2	1.5
TEAD-YAP block	2	3	-7	-15	-4	-4
MITF inh	-6	4	13	-3	18	7
FBW7 act	0.0	0.0	0.1	0.0	0.3	-0.3

85	COc1ccccc1N(CC(=O)Nc1cccnc1)S(C)(=O)=O
86	N#Cc1ccc(C(=O)Nc2nc(-c3ccccc3)c(C(=O)c3ccccc3)s2)cc1
87	O=C1CCCC2=C1C(c1ccsc1)CC(=O)N2c1ccccc1C(F)(F)F (centres undefined)
88	O=C(NCC1Cc2cccc(-c3ncccn3)c2O1)C1(N2CCOCC2)CCCCC1 (centres undefined)
89	CCSc1nc2c(c(=O)[nH]1)C(c1ccncc1)C(C(=O)OC(C)C)=C(C)N2 (centres undefined)
90	COc1cc(/C=N/n2nnnc2N)ccc1OCc1ccc(Cl)cc1Cl
Assay by compound	85	86	87	88	89	90
GPR151 activ	0.4	-0.8	-0.9	0.9	-0.6	-0.6
TEAD-YAP block	-5	0	-4	-4	-6	9
MITF inh	-7	5	7	-9	-11	46
FBW7 act	-0.2	0.1	-0.4	0.3	-0.1	0.3

91	Cc1cc(C)nc(SCC(=O)NN=C2CCCCCC2)n1
92	Cc1cc(C(=O)NCc2cccnc2)cs1
93	CC(C)(C)C1CCc2c(sc3nc(SCc4ccccc4)n(-c4ccccc4)c(=O)c23)C1 (centres undefined)
94	CCc1ccccc1Nc1ncnc(N)c1[N+](=O)[O-]
Assay by compound	91	92	93	94
GPR151 activ	0.8	-0.9	-0.4	-0.3
TEAD-YAP block	-4	-15	0	-16
MITF inh	3	8	-2	7
FBW7 act	-0.1	1.1	-0.2	-0.1

Random excerpt: 3 records from the list, in no set order.
60	COCCn1c(=O)n(CC(=O)NC(C)C)c2cccnc21
22	CC(C)CC(=O)N1CCC(c2nc3c(nnn3Cc3ccc(F)cc3)c(=O)[nH]2)CC1
5	CCOc1ccc(-n2nc(C(=O)N(C)c3ccc(C(C)C)cc3)c3ccccc3c2=O)cc1
Assay by compound	60	22	5
GPR151 activ	1.0	1.4	0.7
TEAD-YAP block	7	2	0
MITF inh	9	-1	0
FBW7 act	-0.1	-0.2	-0.1
